# Screening data as filed in PubChem.
# FBPA Giardia inh: qHTS Assay for Inhibitors of Fructose-1,6-bisphosphate Aldolase from Giardia Lamblia | Potency, µM (series often up to 59.6 µM), for inactives: top-dose activity, negative = inhibition, usual class: inhibitors | A8B2U2 | purified Giardia FBPA | AID 2451, 2010 | 290,000 compounds, 0.71% hits; note: potency is the fitted concentration of half-maximal effect; nearly all actives have a fitted effect of over 55% in size
# Target sequence (A8B2U2 whole entry, looked up): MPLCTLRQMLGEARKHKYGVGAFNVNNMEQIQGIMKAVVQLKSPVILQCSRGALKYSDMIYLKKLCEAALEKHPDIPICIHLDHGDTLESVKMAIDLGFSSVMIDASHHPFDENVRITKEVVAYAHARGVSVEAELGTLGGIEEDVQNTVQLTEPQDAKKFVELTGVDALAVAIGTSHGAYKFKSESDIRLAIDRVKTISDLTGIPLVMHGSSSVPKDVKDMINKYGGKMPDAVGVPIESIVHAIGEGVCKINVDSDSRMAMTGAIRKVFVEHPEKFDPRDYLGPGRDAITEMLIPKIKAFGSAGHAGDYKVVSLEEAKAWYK
#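 40 nM FBPA preincubated 10 min at RT with compound (up to 57.5 uM final), then substrate plus GAPDH/TPI/NAD/arsenate coupling and diaphorase/resazurin added. Fluorescence read after 20 min at RT, 525/598 nm.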
# AmpC detergent: qHTS Inhibitors of AmpC Beta-Lactamase (assay with detergent) | 370,000 compounds, 0.041% hits | Potency, µM (highest dose often 114 µM), without a hit: at the top dose activity change, negative = inhibition, usual class: inhibitors | AmpC hydrolysis of nitrocefin, absorbance 480 nm, 0.01% Triton;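 note: potency is the fitted concentration of half-maximal effect; 0% = no-compound wells and -100% = no-enzyme wells; nearly all actives have a fitted effect of over 25% in size; some results filed as inactive show a strong effect at the top dose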
# Target sequence (P00811 whole entry, looked up): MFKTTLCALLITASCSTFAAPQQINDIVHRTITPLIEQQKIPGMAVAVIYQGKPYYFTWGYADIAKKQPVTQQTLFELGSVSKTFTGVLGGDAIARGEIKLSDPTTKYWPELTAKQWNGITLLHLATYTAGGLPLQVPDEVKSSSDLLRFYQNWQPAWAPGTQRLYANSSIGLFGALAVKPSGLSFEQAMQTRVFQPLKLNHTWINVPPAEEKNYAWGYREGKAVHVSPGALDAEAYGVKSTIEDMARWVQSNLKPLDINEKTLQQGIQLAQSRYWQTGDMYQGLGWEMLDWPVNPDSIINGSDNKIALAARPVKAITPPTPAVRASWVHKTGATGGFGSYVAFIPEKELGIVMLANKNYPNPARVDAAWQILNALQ
#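 AmpC (5.3 nM in the dispensed reagent) in 20 mM phosphate pH 7.0 with 0.01% (detergent screen) or 0.0001% Triton X-100 was preincubated with compounds for 15 min at room temperature. Nitrocefin was then added from an 800 uM solution, and hydrolysis was followed at 480 nm.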
# AMA1-RON2 inh: qHTS for Inhibitors of AMA1-RON; Towards Development of Antimalarial Drug Lead: Primary Screen; AlphaScreen AMA1-biotinylated RON2 peptide binding; Potency, µM (top dose mostly 58.2 µM), inactives show at the highest dose activity change, negative = inhibition, most hits filed as inhibitors; 360,000 compounds, 0.2% hits;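 note: potency is the fitted concentration of half-maximal effect; 0% = vehicle wells and -100% = peptide control; nearly all actives have a fitted effect of over 45% in size; some results filed as inactive show a strong effect at the top dose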
#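 AMA1 (3D7) with his tag at 25 nM final met compounds first, then biotinylated RON2 peptide at 25 nM; detection used donor plus acceptor beads, 10 µg/mL apiece, read by AlphaScreen after 30 min at room temperature.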
# HCMV antiviral: qHTS Assay for inhibitors of the human cytomegalovirus (HCMV). HFF cells, HCMV-luciferase reporter, 72 h; active compounds read low. activity change, negative = inhibition, % at 57.5 µM. 410,000 compounds, 4.5% hits. AID 1259415, 2018; in the data active = activity change below about -60%; inconclusive = no clear call, values can overlap the other calls; inactive = above about -39%
#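 Steps: HFFs plated, 16 h 37C; compounds added; HCMV-luciferase added to MOI 1 PFU/cell; 72 h 37C; OneGlo reagent, 5 min room temperature; luminescence read, normalized to controls.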
# AmpC no deterg: qHTS Inhibitors of AmpC Beta-Lactamase (assay without detergent) | P00811 | AmpC nitrocefin hydrolysis, absorbance 480 nm, 0.0001% Triton | Potency, µM (doses to about 57.1 µM), for the others: top-dose activity change, negative = inhibition, actives largely listed as inhibitors | 330,000 compounds, 0.52% hits | AID 485341, 2010;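 note: potency is the fitted concentration of half-maximal effect; plate controls were no compound for no effect and no enzyme for full effect; nearly all actives have a fitted effect of over 20% in size; some results filed as inactive show a strong effect at the top dose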
#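 20 mM phosphate pH 7.0 + 0.01% (detergent screen) or 0.0001% Triton X-100; 5.3 nM AmpC reagent; cpd preinc 15 min RT; nitrocefin (800 uM stock) to start; A480 q20 s × 4 min; Activity was normalised to no-enzyme and no-compound control wells.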
# Sm TGR block: qHTS Assay for the Inhibitors of Schistosoma Mansoni Peroxiredoxins. Potency, µM (highest dose often 114 µM), inactives show top-dose activity change, negative = inhibition, actives largely listed as inhibitors. 360,000 compounds, 3% hits. purified TGR, DTNB reduction, TNB absorbance 405 nm. AID 485364, 2010; note: potency is the fitted concentration of half-maximal effect; nearly all actives have a fitted effect of over 60% in size
#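 Kinetic colorimetric format: TGR-catalysed, NADPH-driven DTNB reduction monitored via TNB absorbance. Enzyme dispensed at 20 nM; compound exposure 15 min at room temperature before reaction start.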
# * hit, by the source's call; ? = inconclusive; · = no result given; [ ] = dose if it differs, or a comment. Unless noted, calls come from the whole dose curve; as a rule, active = well fitted curve in the direction sought with a large enough effect; inconclusive = small, poorly fitted or top-dose-only effect, or another doubt; inactive = no such curve, though single readings can be large; an effect the other way counts as inactive or inconclusive. Unless noted, % is set by controls: 0 for no effect and ±100 for the full control effect.
canonical_smiles,FBPA Giardia inh,Sm TGR block,AmpC no deterg,AMA1-RON2 inh,AmpC detergent,HCMV antiviral
CC1=CN2C(=NC(=O)CC2(C)C(=O)N(CC(=O)NC2CCCC2)Cc2ccc(Cl)cc2)C=C1 (stereo unspecified),-6%,1%,-7%,-2%,?,11
COC(=O)CNC(=O)Cc1c(F)cccc1Cl,3%,-1%,-19%,35%,-11%,-21
COCCNC(=O)/C(C#N)=C/c1cc(C)n(-c2ccc(C)cc2)c1C,-8%,-33%,82%[activator],-7%,8%,16
COc1ccccc1/C=C1\SC(=S)N(CCC(=O)Nc2ccc(C(=O)O)c(O)c2)C1=O,11%,0%,-26%,-17%,-9%,-15
CN(CCc1ccccn1)C1CCCN(S(=O)(=O)c2ccc(F)c(Cl)c2)C1 (stereo unspecified),·,-33%,69%[activator],-7%,-1%,-3
CCOc1ccc(NC(=O)Nc2cc(C(C)C)c(O)cc2C)cc1,-13%,?,-45%,-24%,-5%,-25
Cc1cccc(C(=O)N/N=C/c2ccc(OCC(=O)N3CCCCC3)cc2)c1,4%,-32%,-16%,2%,7%,22
Cc1cc(C(=O)CS(=O)(=O)c2ccc(Cl)cc2)cc(C)c1O,-5%,4.5µM*,-47%,-7%,5%,18
Cc1cc(C)c(NC(=O)CSc2nnc(-c3ccccn3)n2N)c(Cl)c1,4%,20%,-4%,18µM*,-8%,12
Cc1ccc(C2CC(=O)NC(SCCC(C)C)=C2C#N)cc1 (stereo unspecified),0%,-4%,-19%,3%,?,-22
COc1cc(C(=O)Nc2sc3c(c2C(=O)O)CCC(C)C3)cc(OC)c1OC (stereo unspecified),1%,-2%,-15%,2%,4%,39
CC(=O)Nc1ccc(S(=O)(=O)NCC(=O)OCC(=O)N2CC(C)OC(C)C2)cc1 (stereo unspecified),·,·,-14%,1%,·,?
CCOC(=O)N1CCN(S(=O)(=O)c2c(C)nn(C)c2C)CC1,13%,-29%,-1%,19%,-2%,31
COC(=O)c1cc(NC(=O)Cn2nc(-c3ccc(C)c(C)c3)ccc2=O)cc(C(=O)OC)c1,·,-1%,·,·,21%,4
COc1ccc(C2C3=C(CCCC3=O)Nc3nc(-c4cc(OC)c(OC)c(OC)c4)nn32)cc1OC (stereo unspecified),-13%,-9%,90%[activator],7%,2%,90
CC1(C)C2CCC(C2)C1(C)NC(=O)CN1CCCC1 (stereo unspecified),?,4%,-6%,8%,-13%,-2
O=C(Cn1c(-c2cccs2)cc2cc(F)ccc21)NCCCN1CCN(c2ccc(F)cc2)CC1,·,-1%,·,·,0%,-20
CCOc1cc(N2CCOCC2)c(OCC)cc1NC(=O)CSc1ncn[nH]1,?,?,-7%,-9%,10%,-29
Cc1nc(N/N=C\c2ccc3c(c2)OCO3)sc1C,3%,-2%,-27%,74%[activator],?,98
CC1CCCN(S(=O)(=O)c2ccc(S(=O)(=O)N3CCCC3)cc2)C1 (stereo unspecified),·,4%,-16%,23%,-2%,-25
c1ccc2c(CCNCc3ccc4c(c3)OCO4)c[nH]c2c1,-14%,?,-1%,-12%,-1%,-17
CC1=C(C(=O)Nc2ccccc2)C(c2cccs2)n2nc(SCc3ccccc3F)nc2N1 (stereo unspecified),·,-1%,·,·,-4%,1
CCOC(=O)C1CCN(CC(=O)Nc2cc(C)c3c(=O)oc4ccccc4c3n2)CC1,·,3%,·,·,-5%,11
CC(C)c1cc(=O)n2[nH]c(SCc3ccccc3)nc2n1,-26%,0%,-2%,-9%,-6%,-17
CN(C)CCN1C(=O)c2oc3ccccc3c(=O)c2C1c1cccc(Br)c1 (stereo unspecified),5%,9%,7%,-5%,-11%,-21
Cc1ccc(NC(=S)Nc2ccc3[nH]c(=O)[nH]c3c2)cc1,-15%,-36%,-13%,-11%,-4%,-2
COc1cc(S(=O)(=O)N2CCOCC2)ccc1NC(=O)COC(=O)c1ccccn1,-4%,-10%,3%,8%,?,3
S=c1[nH]nc(-c2ccccc2)n1/N=C/c1cccc(Cl)c1,?,6%,-47%,74%[activator],-12%,29
CC(=O)c1cccc(NC(=O)c2cccc(S(=O)(=O)N3CCOCC3)c2)c1,-1%,-7%,-4%,-9%,-2%,27
CC(C)OC(=O)c1nn2c(C(F)(F)F)cc(-c3ccco3)nc2c1Cl,6%,-13%,-16%,4%,-2%,-4

# Structures from the list above containing two or more sulfur atoms:
canonical_smiles,FBPA Giardia inh,Sm TGR block,AmpC no deterg,AMA1-RON2 inh,AmpC detergent,HCMV antiviral
COc1ccccc1/C=C1\SC(=S)N(CCC(=O)Nc2ccc(C(=O)O)c(O)c2)C1=O,11%,0%,-26%,-17%,-9%,-15
CC1CCCN(S(=O)(=O)c2ccc(S(=O)(=O)N3CCCC3)cc2)C1 (stereo unspecified),·,4%,-16%,23%,-2%,-25
CC1=C(C(=O)Nc2ccccc2)C(c2cccs2)n2nc(SCc3ccccc3F)nc2N1 (stereo unspecified),·,-1%,·,·,-4%,1

# (listing goes on)
canonical_smiles,FBPA Giardia inh,Sm TGR block,AmpC no deterg,AMA1-RON2 inh,AmpC detergent,HCMV antiviral
O=C(c1ccc(C(F)(F)F)cc1)C1CCCN(Cc2ccncc2)C1 (stereo unspecified),0%,-18%,46%,-5%,-7%,?
Cc1nc2cccnc2n1C1CCN(C(=O)Nc2ccc(Cl)cc2)CC1,·,2%,·,·,10%,9
Cc1ccc(-c2ccc(CCC(=O)O)n2-c2cccc(C)c2C)cc1,·,22µM*,·,·,-11%,10
Brc1ccccc1-c1cnco1,-3%,16%,-10%,-1%,5%,42
O=C(CN1CCN(C(=O)c2c(F)cccc2F)CC1)Nc1ccccc1C(F)(F)F,14%,-13%,71%[activator],5%,0%,-2
CC1(C)COC2(OC1)C(=O)Nc1ccccc12,-3%,15%,-1%,14%,5%,30
O=c1cc(N2CCCC2)c2ccccc2o1,1%,-3%,8%,10%,-6%,-1
c1ccc(C[C@H]2CNCCN2CCc2cccc3ccccc23)cc1,·,-30%,27%,-6%,?,-23
O=C(Nc1cc(Sc2nc3ccccc3s2)cc([N+](=O)[O-])c1)c1ccccc1,-5%,2%,13µM*,-9%,-14%,-36
CCCCN1CC(=O)N2[C@H](c3ccc(Cl)cc3)[C@@H]3C(=O)N(CC)C(=O)[C@@H]3[C@]2(C)C1=O,0%,2%,0%,3%,-6%,4
COCCCNC(=O)CNC(=O)c1nn(-c2ccc(OC)cc2)c(=O)c2ccccc12,4%,-6%,-7%,2%,1%,17
CCCOc1ccc(CN(C(=O)c2nc(SC(C)C)ncc2Cl)C2CCS(=O)(=O)C2)cc1 (stereo unspecified),·,2%,·,·,15%,-63*
CCOc1ccc(C2c3c(oc4ccc(C)cc4c3=O)C(=O)N2CCCN(C)C)cc1 (stereo unspecified),·,1%,·,·,6%,22
COc1cc(C(=O)NCCC(=O)NCCCN2CCCCC2)cc(OC)c1OC,3%,-24%,-9%,10%,0%,15
CCC1Oc2ccccc2N(CC(=O)NCc2ccc(C)cc2)C1=O (stereo unspecified),·,9%,·,·,4%,37
Cc1cc(=O)oc2cc(OCC(=O)NCc3ccncc3)ccc12,0%,-14%,-3%,4%,-12%,-13
COc1ccc(N2CCN(C(=O)Cc3noc4ccc(C)cc34)CC2)cc1,·,-7%,·,·,5%,-10
Cc1ccc(S(=O)(=O)NCC(=O)NCc2cc(=O)n(C)c(=O)n2C)cc1,4%,-1%,-12%,17%,-1%,-29
Cc1nc(N2CCN(C)CC2)c2sc(=S)n(C)c2n1,3%,1%,-4%,13%,-2%,·
CCc1ccc(C(=O)NNC(=O)CN2C(=O)NC3(CCCC3)C2=O)cc1,·,-17%,-7%,20%,?,-18
COc1ccc(C(=O)OCc2ccccc2F)cc1S(=O)(=O)N1CCCC1,·,-1%,36%,-5%[11.6 µM],-13%,-97*
O=C(COC(=O)/C=C/c1ccc(C(F)(F)F)cc1)NC1CC1,·,-1%,0%,-4%,-13%,-27
CN(CCc1cnn(C)c1)Cc1nc(Cc2ccccc2)no1,1%,4%,15%,0%,2%,-2
CN(CCOc1ccccc1)Cc1nc2cc(Cl)ccc2c(=O)[nH]1,-7%,-3%,7%,43%[activator],?,16
CCN(CC(=O)NC(=O)NCc1ccco1)Cc1nc2ccccc2c(=O)[nH]1,?,?,-20%,70%[activator],?,-18
COc1ccccc1C(=O)N/C(=C\c1cn(S(=O)(=O)N(C)C)c2ccccc12)C(=O)N1CCCCC1,-8%,-6%,-9%,5%,-10%,-11
Cc1ccc(S(=O)(=O)c2nc(S(C)(=O)=O)sc2NCc2ccc3c(c2)OCO3)cc1,1%,-12%,?,16%[2.32 µM],?,-30
O=C(Cn1ncn2c(cc3ccccc32)c1=O)NCCCc1ccccc1,·,7%,-7%,32%[activator],-1%,·
CC(C)OCCCNC(=O)c1ccccc1NC(=O)C1=CSCCO1,·,11%,-7%,-12%,-2%,-13
CCCCCCNc1cc(C)oc(=O)c1C(C)=O,0%,-4%,3%,-15%,-12%,110
Cc1ccc(CNC(=O)CCc2nc3cccnc3n2Cc2ccccc2)cc1,·,2%,·,·,13%,9
COc1cc(C)ccc1OCc1cc(C(=O)N(Cc2c(C)nn(C)c2C)C2CC2)no1,1%,-7%,114%[activator],-6%,1%,?
C[C@H](NC(=O)[C@@H]1Cc2ccccc2CN1)C(=O)NC[C@H]1CC[C@H](C(=O)O)CC1,-2%,-1%,-1%,10%,-7%,?
COc1cccc(CN2CCCC(N3CCc4ccccc4C3)C2)c1O (stereo unspecified),-11%,-34%,-9%,62%[activator],1%,?
CCOC(=O)N1CCN(C(=O)CSc2nc3c([nH]c4ccccc43)c(=O)n2CC)CC1,3%,2%,-8%,5%,-7%,57
CCc1cccc(NC(=O)CN(C)S(=O)(=O)c2ccc3c(c2)n(C)c(=O)c(=O)n3C)c1,·,-1%,·,·,5%,-1
COc1ccc(CN2CCNC(=O)C2CC(=O)NC2Cc3ccccc3C2)c(OC)c1 (stereo unspecified),-3%,-10%,66%[activator],-5%,-4%,24
COc1ccccc1-c1nnc(SCC(=O)c2c(N)n(C3CC3)c(=O)[nH]c2=O)n1C,·,-9%,-13%,4%,-7%,11
CCc1ccc(CN2CCCC(C(=O)Nc3ccccc3-c3ccc(OC)cc3)C2)o1 (stereo unspecified),·,-1%,94%[activator],-2%,0%,0
Cc1c(C(=O)c2ccccc2)c(=O)n(C)c(=O)n1C,7%,4%,-6%,-8%,7%,-10
Cc1ccc2nc(SCC(=O)NCc3cccs3)c(C#N)cc2c1,4%,-14%,-12%,0%,?,-3
Cc1nnc(NC(=O)c2oc3cc(C)c(C)cc3c2C)s1,21%,-6%,-1%,·,0%,·
